BAZ2B block: inhibitors of human BAZ2B bromodomain. 360,000 compounds, 4.4% hits. AID 504333. Q9UIF8. Potency, µM (top dose mostly 114 µM), without a hit: at the highest dose activity change, negative = inhibition, usual class: inhibitors. AlphaScreen BAZ2B-H3K14Ac peptide displacement; also: % is scaled to controls: 0 for no effect and ±100 for the full control effect; nearly all actives have a fitted effect of over 60% in size
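AlphaScreen displacement of biotin-H3(5-23)K14Ac peptide (50 nM final) from BAZ2B (50 nM final) in PBS pH 7.4, 0.01% Tween-20; complex preformed 30 min RT, then compounds (top 110 uM) 30 min RT, beads 20 min dark.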
APEX1 inh: inhibitors of human APE1 endonuclease; recombinant APE1, TAMRA/BHQ-2 abasic DNA cleavage fluorescence; Potency, µM (titrated, usually from 65.8 µM), without a hit: top-dose activity change, negative = inhibition, most hits filed as inhibitors; 350,000 compounds, 0.35% hits; P27695;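 also: plate controls were vehicle for no effect and reference inhibitor for full effect; nearly all actives have a fitted effect of over 55% in size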
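Enzyme (0.75 nM final) and test compound are incubated 15 min at room temperature before adding 50 nM quenched THF abasic-site duplex. Cleavage dequenches TAMRA, followed at 525/598 nm over three reads one minute apart.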
G9a block: blocks human histone lysine methyltransferase G9a. Q96KQ7. G9a H3K9 monomethylation, AlphaScreen, 2 h. Potency, µM (highest dose often 102 µM), for inactives: top-dose activity, negative = inhibition, usual class: inhibitors. 350,000 compounds, 8.8% hits. AID 504332; also: % is scaled to controls: 0 for no effect and ±100 for the full control effect; nearly all actives have a fitted effect of over 75% in size
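Enzyme 20 nM + cpd, 15 min RT; add b-H3K9 pep 500 nM / SAM 20 uM; 2 h RT; anti-H3K9me1 Ab 0.5 ug/mL + SA donor / anti-rabbit acceptor beads 20 ug/mL each, 10 min; AlphaScreen read.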
POLB inh: blocks human DNA polymerase beta activity; 340,000 compounds, 1.3% hits; Potency, µM (top dose mostly 114 µM), inactives show at the highest dose activity change, negative = inhibition, usual class: inhibitors; P06746; Pol beta primer extension/strand displacement, fluorescence kinetic; AID 485314; also: % is scaled to controls: 0 for no effect and ±100 for the full control effect
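Human Pol beta at 10 nM; strand-displacement substrate 50 nM final. Compound exposure 15 min at room temperature before start, reaction 10 min at room temperature.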
Anesthetic bind: candidate novel general anesthetic via apoferritin binding. P02791. AID 485281. Potency, µM (top dose mostly 77.5 µM), for inactives: at the top dose activity change, negative = displacement, hits mostly inhibitors. apoferritin/1-aminoanthracene competitive binding, fluorescence. 350,000 compounds, 0.074% hits; also: % is scaled to controls: 0 for no effect and ±100 for the full control effect; nearly all actives have a fitted effect of over 20% in size
Target sequence (P02791 2-175 limits assumed): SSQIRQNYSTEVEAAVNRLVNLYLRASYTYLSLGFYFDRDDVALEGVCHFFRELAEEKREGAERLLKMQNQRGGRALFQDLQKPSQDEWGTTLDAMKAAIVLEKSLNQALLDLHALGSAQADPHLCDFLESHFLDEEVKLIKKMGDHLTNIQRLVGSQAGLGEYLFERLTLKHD
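Horse-spleen apoferritin (10 uM) was mixed with 50% saturated 1-aminoanthracene in PBS, exposed to compounds for 10 min at room temperature, and read for fluorescence (ex 380 nm, em 535 nm). Competitive displacement was fitted with a four-parameter Hill equation.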
Pol eta inh: blocks human DNA polymerase eta activity; Potency, µM (series often up to 114 µM), for the others: at the highest dose activity change, negative = inhibition, actives largely listed as inhibitors; Q9Y253; 390,000 compounds, 1.2% hits; recombinant Pol eta, fluorescent DNA replication assay; AID 588591; also: % is scaled to controls: 0 for no effect and ±100 for the full control effect
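Pol eta (10 nM) was preincubated with compounds for 15 min at room temperature, after which fluorescent replication substrate (50 nM final) was added to start the reaction. Fluorescence was read kinetically at 0 and 10 min.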
POLI inh: DNA polymerase iota (human) inhibition. Q9UNA4. Pol iota fluorescent replication assay, 10 min. Potency, µM (top dose mostly 115 µM), without a hit: top-dose activity, negative = inhibition, hits mostly inhibitors. 390,000 compounds, 1% hits
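Fluorescent replication assay read twice, at 0 min and 10 min after adding 50 nM (final) substrate. Enzyme (10 nM) and compounds were first incubated 15 min at room temperature; enzyme-free buffer wells were negative controls.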
Pol kappa inh: blocks human DNA polymerase kappa activity. Q9UBT6. purified Pol kappa, fluorescent DNA synthesis assay, 10 min. Potency, µM (highest dose often 107 µM), inactives show at the highest dose activity, negative = inhibition, hits mostly inhibitors. 400,000 compounds, 0.53% hits. AID 588579; also: % is scaled to controls: 0 for no effect and ±100 for the full control effect
Target sequence (Q9UBT6 whole entry, looked up): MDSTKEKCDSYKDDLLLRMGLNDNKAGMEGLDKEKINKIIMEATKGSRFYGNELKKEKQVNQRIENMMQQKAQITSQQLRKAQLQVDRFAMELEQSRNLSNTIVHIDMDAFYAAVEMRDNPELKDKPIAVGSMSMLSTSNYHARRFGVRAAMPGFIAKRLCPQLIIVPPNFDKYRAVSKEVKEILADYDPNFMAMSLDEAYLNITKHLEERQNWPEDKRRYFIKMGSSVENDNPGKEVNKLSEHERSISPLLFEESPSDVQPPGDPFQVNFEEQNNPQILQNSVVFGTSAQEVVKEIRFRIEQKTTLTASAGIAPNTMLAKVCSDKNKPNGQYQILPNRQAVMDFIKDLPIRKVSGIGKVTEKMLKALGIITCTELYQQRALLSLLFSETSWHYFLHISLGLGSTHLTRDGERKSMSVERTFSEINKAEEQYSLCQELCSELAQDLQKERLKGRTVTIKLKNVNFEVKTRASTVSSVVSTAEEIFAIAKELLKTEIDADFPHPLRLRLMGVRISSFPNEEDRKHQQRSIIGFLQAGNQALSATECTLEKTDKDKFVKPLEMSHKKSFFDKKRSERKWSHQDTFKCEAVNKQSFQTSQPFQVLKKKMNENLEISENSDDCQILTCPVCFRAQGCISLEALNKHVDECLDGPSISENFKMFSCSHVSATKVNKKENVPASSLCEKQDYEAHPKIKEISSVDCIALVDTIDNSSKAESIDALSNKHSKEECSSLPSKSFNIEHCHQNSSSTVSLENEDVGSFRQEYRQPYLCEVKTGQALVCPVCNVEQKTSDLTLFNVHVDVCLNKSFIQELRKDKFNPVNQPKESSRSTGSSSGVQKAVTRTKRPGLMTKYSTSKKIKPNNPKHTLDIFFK
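Kinetic fluorescence screen: compound preincubated 15 min RT with 10 nM enzyme; 50 nM substrate (final) initiates; reads at 0/10 min.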
BLM helicase inh: inhibitors of human Bloom syndrome helicase BLM | P54132 | recombinant BLM DNA unwinding, fluorescence dequenching | 350,000 compounds, 0.2% hits | Potency, µM (top dose mostly 56.1 µM), for inactives: at the highest dose activity change, negative = inhibition, most hits filed as inhibitors | AID 2528;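 also: plate controls were vehicle for no effect and no enzyme for full effect; nearly all actives have a fitted effect of over 35% in size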
Numbers without * were called inactive; ? = inconclusive; / = no result given; & = joins results of further samples; [ ] = dose if it differs, or a comment. Calls follow the shape of the dose curve; as a rule, active = well fitted curve in the direction sought with a large enough effect; inconclusive = small, poorly fitted or top-dose-only effect, or another doubt; inactive = no such curve, though single readings can be large; an effect the other way counts as inactive or inconclusive. Potency is read from the fitted curve at half-maximal effect.

1. COc1ccccc1CNC(=O)C(NC(=O)c1ccc(C)cc1)C(C)C (configuration not stated)
2. CCCCc1nc(Cl)c(C#N)c2c1CCC2
3. Cc1ccc(S[C@@H](CCN2CC[C@H](C)CCC2=O)c2ccccc2)cc1
4. CC(C)[C@H]1C=C(C(=O)O)O[C@@H](OCc2ccc(CO)cc2)C1
5. CC(=O)N/C(=C/c1ccc(OS(=O)(=O)c2ccc(C)cc2)cc1)C(=O)NCCO
6. COc1cccc(-c2nc(S(=O)(=O)c3ccc(C)cc3)c(NCc3ccccc3)o2)c1
7. COc1cc(/C=N/Nc2ccc(Cl)nn2)cc(OC)c1O
8. Cc1cccc(N2CCN(C(=O)c3c(C)oc4nc(C)nc(N5CCCC5)c34)CC2C)c1 (configuration not stated)
9. CCOC(=O)C(=O)N(Nc1ccccc1C)c1ccccc1C
10. CC(C)CCNC(=O)COc1ccc(C(=O)c2ccccc2)cc1
Screen / compound no.,1,2,3,4,5,6,7,8,9,10
APEX1 inh,4%,-7%,-17%,0%,-14%,/,49%[activator],/,-7%,0%
POLB inh,1%,3%,18%,-10%,51%,16%,1%,23%,-1%,9%
BLM helicase inh,-6%,-5%,-12%,-2%,-11%,-7%,-6%,-2%,-10%,-3%
G9a block,-7%,149%[activator],/,?,-30%[59 µM],-40%[59 µM],16µM*,?,/,-1%
BAZ2B block,-6%,59%[activator],15%,?,2%,17%,-12%,-8%[57.1 µM],?,/
Pol kappa inh,-16%,4%,-2%&-18%,-10%,-6%,-2%,-24%,8%,3%,-3%
POLI inh,7%,-7%,51%&1%[activator],-15%,23%,19%,-13%,15%,1%,30%[activator]
Pol eta inh,-6%,-20%,-26%,-9%,-19%,/,-5%,-16%,-20%,-17%
Anesthetic bind,-3%,3%,62%[activator],39%[activator],0%,-1%,0%,-11%,1%,-18%

11. c1ccc(CCCCN2CCN=C2Nc2ccccc2)cc1
12. Cc1nnc2sc(SCC(=O)Nc3ccc(Cl)cc3)nn2c1=O
13. CSc1ccccc1NC(=O)c1ccc(C)o1
14. O=C(C[n+]1ccc(/C=C/c2ccccc2)cc1)c1ccc2c(c1)OCCO2
15. O=C(Nc1ccncc1)C1CCN(S(=O)(=O)c2cccc(C(F)(F)F)c2)CC1
16. C=CCn1c(=O)c(C(=O)Nc2ccccc2OC)c(O)c2ccccc21
17. COCCCn1cnc2c(c1=O)c1nc3ccccc3nc1n2CCc1ccccc1
18. O=C(CCN1C(=O)/C(=C/c2ccccc2F)SC1=S)Nc1ccccn1
19. COc1ccccc1C(=O)NCCn1cc(SCC(=O)NCc2ccco2)c2ccccc21
20. O=C(NCCCN1CCCC1=O)c1ccc(OC(F)(F)F)cc1
Screen / compound no.,11,12,13,14,15,16,17,18,19,20
APEX1 inh,4%,0%,1%,3%,-10%,1%,0%,4%,-3%,13%
POLB inh,/,-24%,-1%,-2%,/,-1%,29%,-14%,-12%,39%
BLM helicase inh,/,-4%,-3%,43%[activator],/,0%,-4%,-10%,6%,0%
G9a block,-3%[2.33 µM],5%,-8%[59 µM],?,-4%[59 µM],-34%,5%,22%,-15%[59 µM],39%
BAZ2B block,9%,40µM*,0%,-20%,9%,0%,-6%,?,-35%,-6%
Pol kappa inh,1%,-3%,-3%,-45%,-5%,/,-12%,-16%,-24%,-14%
POLI inh,12%,9%,4%,59%[activator],19%,/,45%[activator],0%,?,60%[activator]
Pol eta inh,-9%,-22%,2%,-16%,-10%,/,-9%,-13%,-18%,8%
Anesthetic bind,/,-7%,-12%,0%,/,-10%,-1%,-10%,7%,-1%

21. Cc1onc(-c2ccccc2Cl)c1C(=O)Nc1ccccc1N1CCOCC1
22. O=C(c1cc(COc2ccc(F)cc2Cl)on1)N1CCCC(OCc2cccnc2)C1 (configuration not stated)
23. COc1nc(C#N)nc(N(C)C)n1
24. COc1ccc(NC(=O)CCc2ccccc2)cc1S(=O)(=O)N1CCCCC1
25. O=[N+]([O-])c1ccc(NCCCNS(=O)(=O)c2ccccc2)cc1
26. O=C(O/N=C/c1ccc(Cl)cc1)C1CCCCC1
27. CN1C(=O)CSC1=S
28. Cc1cc(C)c(Cn2c3ccccc3c3cnn(CC(=O)NCc4ccccn4)c(=O)c32)c(C)c1
29. CCOC(=O)c1cccnc1SCC(=O)Nc1ccc(C)cc1C
30. COc1ccc(NC(=S)N2CCCN(Cc3cc(C)ccc3C)C2)cc1
Screen / compound no.,21,22,23,24,25,26,27,28,29,30
APEX1 inh,3%,-2%,1%,-5%,15%,13%,-3%,17%,/,-7%
POLB inh,-9%,13%,9%,/,-1%,12%,25%,?,3%,3%
BLM helicase inh,-4%,-3%,-4%,/,-8%,-2%,0%,-16%&-8%,-9%,-6%
G9a block,10%,7%,-8%[12.7 µM],7%[12.7 µM],-48%[59 µM],40%,14%[12.7 µM],76%&34%[activator][59 µM],13%[59 µM],-2%
BAZ2B block,-1%,-1%,-5%,5%,?,13%,?,-15%&3%,4%,-39%
Pol kappa inh,-12%,11%,2%&0%,-11%,-6%,0%,1%,1%&-9%,-11%[60.1 µM],-3%
POLI inh,17%,77%[activator],3%&24%,8%,102%[activator],74%[activator],19%,49%&1%[activator],25%,12%
Pol eta inh,-25%,-18%,-14%,-7%,-19%,-5%,-20%,-9%&0%,-12%,1%
Anesthetic bind,-12%,?,-8%,/,-21%,-1%,-6%,?,-3%,-6%

Sorted by the number under G9a block (descending): some entries from above
entry | SMILES | G9a block
20 | O=C(NCCCN1CCCC1=O)c1ccc(OC(F)(F)F)cc1 | 39%
18 | O=C(CCN1C(=O)/C(=C/c2ccccc2F)SC1=S)Nc1ccccn1 | 22%
10 | CC(C)CCNC(=O)COc1ccc(C(=O)c2ccccc2)cc1 | -1%
30 | COc1ccc(NC(=S)N2CCCN(Cc3cc(C)ccc3C)C2)cc1 | -2%

The listing picks up, repeating the two entries before the break.
29. CCOC(=O)c1cccnc1SCC(=O)Nc1ccc(C)cc1C
30. COc1ccc(NC(=S)N2CCCN(Cc3cc(C)ccc3C)C2)cc1
31. CC(C)CCSc1nc(N)c(C#N)cc1C#N
32. O=S(=O)(c1ccccc1)c1cnn2c(C(F)(F)F)cc(-c3ccc(F)cc3)nc12
33. Cc1cc(OCC(=O)NC2CCCCC2)ccc1Cl
34. Cc1cc(C)c2c(-c3ccc(-c4ccc(C(F)(F)F)cc4)cc3)cc(=O)oc2c1
35. CC(C)(Oc1cccc2ccccc12)C(=O)O
36. CC1CN(C(=O)COC(=O)COc2ccc(C#N)cc2)CC(C)O1 (configuration not stated)
37. O=C(OCC(=O)N1CCCC1)c1ccc(Cl)c([N+](=O)[O-])c1
38. COc1cc(OC)c(S(=O)(=O)Nc2ccc(C)cn2)cc1NC(C)=O
39. Cc1cc2c(n1-c1ccc(C(=O)NCCc3ccc(Cl)cc3)cc1)CCCC2
40. CCNc1ncc2ncc(=O)n(CCOC)c2n1
Screen / compound no.,29,30,31,32,33,34,35,36,37,38,39,40
APEX1 inh,/,-7%,-4%,3%,1%,-5%,-1%,13%,9%,1%,/,-5%
POLB inh,3%,3%,-18%,18%,-1%,/,23%,/,92%,-9%,0%,/
BLM helicase inh,-9%,-6%,-5%,0%,-2%,2%[75.6 µM],2%,/,-5%,2%,-3%,-8%
G9a block,13%[59 µM],-2%,-14%[12.7 µM],4%,23%[59 µM],21%[59 µM],?,4%[59 µM],18%,13%,-5%[59 µM],-10%[0.501 µM]
BAZ2B block,4%,-39%,-1%,7%,4%,/,-2%,-1%,-16%,7%,-20%,/
Pol kappa inh,-11%[60.1 µM],-3%,-23%,-3%,-3%,-13%[60.1 µM],-19%,-10%,-3%,-1%,-3%,8%[60.1 µM]
POLI inh,25%,12%,49%[activator],20%,-25%,/,8%,35%[activator],16%,17%,13%,/
Pol eta inh,-12%,1%,-3%,11%,-12%,/,-3%,-27%,-2%,0%,-10%,/
Anesthetic bind,-3%,-6%,3%,-14%,-5%,?,-3%,/,-12%,-2%,3%,/

41. COc1ccc(/C=N/NC(=O)c2ccoc2C)cc1O
42. CC(C)CC(=O)Nc1ccc(C(=O)Nc2cccc(O)c2)cc1
43. Cc1nn2c(C)c(C(=O)N3CCN(c4ccccc4)CC3)cnc2c1-c1ccccc1
44. Cc1ccc(-n2nc3c(c2NC(=O)c2cccs2)CSC3)cc1
45. CC(=O)Nc1ccc(NC(=O)c2ccc(COc3ccc4c(C)cc(=O)oc4c3)cc2)cc1
46. Cc1ccc(N2C(=O)N(CC(=O)Nc3ccc(C)c(C)c3)C(=O)C2C)cc1 (configuration not stated)
Screen / compound no.,41,42,43,44,45,46
APEX1 inh,-4%,2%,/,-3%,?,-14%
POLB inh,-2%,10%,?,-3%,1%,/
BLM helicase inh,2%,-5%,-5%,-7%,2%,/
G9a block,-15%[59 µM],17%,5%[59 µM],25%,2%[59 µM],2%[59 µM]
BAZ2B block,-6%,1%,?,-1%,5%,16%
Pol kappa inh,-23%,-8%,1%,-17%,/,-13%
POLI inh,3%,5%,-5%,6%,/,4%
Pol eta inh,-11%,-6%,-6%,-4%,/,-14%
Anesthetic bind,-6%,-12%,-6%,-19%,5%,/

Only part of the results is shown. The share of hits here may be higher or lower than overall.
